# Screening data from PubChem.
# CDK5 p35 inh: inhibitors of human CDK5/p35 kinase; Q00535+Q15078; Recombinant CDK5/p35, ADP-Glo luminescence, 60 min; inhibition, % at 10 µM; actives 0.01% (n = 330,000); AID 488839;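 active = highest replicate inhibition of at least 50% and at least 75% of replicates reaching 50%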;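 also: plate controls were DMSO neutral control for no effect and GW8510 at 10 µM for full effect; many of its hits are not listed in these tables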
# MITF act: increases MITF-driven TRPM1 promoter luciferase signal; SK-MEL-5 TRPM1-promoter luciferase, 24 h; % of positive control, neutral wells = 0; activation, % at 12.5 µM; actives 0.75% (n = 300,000);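 active = mean activation of at least 80% with every replicate also reaching 80%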;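 also: 0% = neutral control wells and 100% = parthenolide positive control wells; values of inactives mirror those of a sister screen read the other way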
# CAL PDZ FP-1: blocks peptide binding to human CAL PDZ domain; inhibition, % at 20 µM; purified CAL PDZ, TMR-peptide fluorescence polarization, 1 h; actives 0.02% (n = 330,000); Q9HD26; AID 504414;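 active = highest replicate inhibition of at least 40%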;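 also: plate controls were DMSO neutral control wells for no effect and unlabeled competitor peptide control wells for full effect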
#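 System: tagged CAL PDZ domain. Schedule: 1 h room-temperature incubation prior to read. Signal: fluorescence polarization (mP). Measure: percent inhibition from loss of millipolarization.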
# Tat export inh: blocks Tat-dependent protein export in E. coli; E. coli MC4100 TorA-mCherry Tat export, fluorescence; inhibition, % at 10 µM; actives 0.036% (n = 340,000); AID 488895;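 active = mean replicate inhibition at least 50% and at least half of replicates individually reaching 50%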;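 also: exported cargo escapes ClpAP degradation while cytoplasmic cargo is degraded and loses fluorescence; 0% = median of neutral control wells and 100% = median of NaSCN control wells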
# Rtt109 HAT inh: inhibitors of Candida albicans Rtt109/Vps75 histone acetyltransferase; AID 540336; purified Rtt109/Vps75, ThioGlo CoA-SH fluorescence, 4 h; actives 0.16% (n = 330,000); inhibition, % at 34.9 µM;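 active = inhibition of at least 50% in every replicate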
# Target sequence (Q5AAJ8 whole entry, looked up): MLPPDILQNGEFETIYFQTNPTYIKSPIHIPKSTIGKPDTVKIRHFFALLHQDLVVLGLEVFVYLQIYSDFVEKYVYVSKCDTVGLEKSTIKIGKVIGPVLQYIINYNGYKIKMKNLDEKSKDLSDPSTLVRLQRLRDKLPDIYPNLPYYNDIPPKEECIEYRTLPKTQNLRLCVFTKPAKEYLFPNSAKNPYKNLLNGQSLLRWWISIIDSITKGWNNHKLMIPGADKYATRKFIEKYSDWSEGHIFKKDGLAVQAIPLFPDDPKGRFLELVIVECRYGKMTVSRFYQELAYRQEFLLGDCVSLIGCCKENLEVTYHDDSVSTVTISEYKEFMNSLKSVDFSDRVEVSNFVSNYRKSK
# CAL PDZ FP-2: blocks peptide binding to the human CAL PDZ domain. Q9HD26. purified CAL PDZ, TMR-peptide fluorescence polarization, 1 h. inhibition, % at 24.9 µM. actives 0.92% (n = 300,000). AID 602252;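 active = mean inhibition of at least 30% with at least half of replicates also reaching 30%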;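 also: 0% = DMSO neutral control and 100% = excess unlabeled competitor peptide PRC23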
# dFosB act: activators of mouse delta FosB homodimer. activation, % at 25 µM. purified delta FosB, TAMRA-CDK5 oligo fluorescence polarization; percent of positive-control signal above neutral wells. AID 493131. P13346. actives 0.99% (n = 340,000);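 active = mean activation above about 17%, with every replicate also reaching it, limit read from the data, passing the limit was not always enough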;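 also: fluorescence polarization rise as delta FosB binds a TAMRA Cdk5 AP-1 oligo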
# Target sequence (P13346 whole entry, looked up): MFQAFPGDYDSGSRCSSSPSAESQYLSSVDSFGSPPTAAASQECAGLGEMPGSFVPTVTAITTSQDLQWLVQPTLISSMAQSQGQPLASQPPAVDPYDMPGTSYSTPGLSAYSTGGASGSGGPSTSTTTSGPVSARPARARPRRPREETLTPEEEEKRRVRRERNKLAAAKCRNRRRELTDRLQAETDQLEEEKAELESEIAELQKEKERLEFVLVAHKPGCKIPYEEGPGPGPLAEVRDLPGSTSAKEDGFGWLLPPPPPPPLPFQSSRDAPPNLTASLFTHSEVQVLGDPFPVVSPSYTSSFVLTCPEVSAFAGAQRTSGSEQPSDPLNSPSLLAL
# V-ATPase pHluor: alters yeast V-ATPase proton transport; response, % at 10 µM; S. cerevisiae, pHLuorin cytosolic pH fluorescence; actives 0.37% (n = 350,000); AID 504577; in the data active = response mostly above about 7.3%, no sharp cut-off; inactive = mostly below about 5.4%; also: actives read high; inactives centre near 0; some compounds called inactive have numbers as strong as hits; reference of the scale not given here
# cardiac RTF act: increases calcium sensitivity of human cardiac regulated thin filaments | activation, % at 7.2 µM | AID 493008 | P19429+P45379 | actives 0.24% (n = 340,000) | IANBD-labeled TnC RTF fluorescence at EC20 calcium; 0% EC20 calcium, 100% full calcium;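 active = activation above the mean over all tested compounds plus 3 SD, cut at about 30% in these data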;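 also: rise in fluorescence read as greater calcium sensitivity of cardiac thin filaments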
# Wnt bcat act: activators of Wnt/beta-catenin signaling; Wnt/beta-catenin reporter cell assay, activator, plate reader; activation, % at 9.35 µM; actives 1.2% (n = 300,000); in the data active = activation above about 30%, passing the limit was not always enough;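 also: 0% = neutral control wells and 100% = positive control wells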
# The depositor's hits bear a star; . = not tested or not shown.
[1] CCCSc1nnc(CSc2nc(C)cc(C)n2)n1C
[2] CCc1ccccc1N1CSC2=C(C#N)C(c3ccccc3F)CC(=O)N2C1 (stereo not given)
[3] CCN(C(=O)C1CCN(S(=O)(=O)c2ccc3c(c2)oc(=O)n3C)CC1)c1cccc(C)c1
[4] Cc1ccc(C(Sc2ccccc2)C(Cn2cncn2)C(=O)c2ccccc2)cc1 (stereo not given)
[5] O=[N+]([O-])c1cccc(NC(=S)N2CCCC2)c1
[6] CC(OC(=O)c1cc2c(ccc3ccccc32)oc1=O)c1nc2ccccc2s1 (stereo not given)
[7] COc1cc(C2(c3ccc(O)c(OC)c3)C(=O)Nc3c(Br)cc(Br)cc32)ccc1O
[8] CC(C)CCN1CCN(Cc2cccs2)CC1CCO (stereo not given)
[9] Cc1cccc(/C=N/NC(=O)c2cc(-c3cccnc3)nc3ccccc23)c1
[10] Cc1ccc(-n2c(Cn3nc(C(F)F)cc3C(F)F)n[nH]c2=S)cc1
compound no.,1,2,3,4,5,6,7,8,9,10
CDK5 p35 inh,0.8,0.6,-7.1,1.0,-2.9,-0.5,1.7,-0.9,0.0,-0.2
MITF act,3,12,.,-7,2,-9,11,8,3,11
CAL PDZ FP-1,-1.0,-0.7,-1.0,-0.4,-4.5,-0.3,0.0,-0.8,0.4,-1.5
Tat export inh,-9,-1,1,1,-2,1,5,-6,0,11
Rtt109 HAT inh,7,2,-2,22,-2,1,2,7,-3,6
CAL PDZ FP-2,2,-1,.,2,.,-4,.,0,0,-6
dFosB act,-9,-9,-8,24*,-5,-3,-11,-6,0,7
V-ATPase pHluor,-4,-1,-2,-3,-5,4,-2,-2,1,1
cardiac RTF act,-3,-3,6,13,6,7,-2,6,3,-9
Wnt bcat act,0,3,-5,.,1,.,6,-1,-1,-1

[11] O=C(CCN1C(=O)COc2ccccc21)NCCN1CCN(c2ccccc2F)CC1
[12] Cc1ccc(CC(=O)NCC(C)C)cc1
[13] N/C(=N\OC(=O)COc1ccccc1)c1ccccn1
[14] COc1ccc(S(=O)(=O)Cc2ccc(C(=O)NC3CCCC3)o2)cc1
[15] COc1ccc(S(=O)(=O)CC(=O)Nc2nnc(C(F)(F)F)s2)cc1
[16] N#CCCn1nc(-c2ccc(Br)cc2)cc1Nc1ccccc1NC(=O)C(F)(F)F
[17] O=C(Nc1nc2ccc(S(=O)(=O)N3CCOCC3)cc2s1)c1cccs1
[18] CN(C(=O)c1cc(S(=O)(=O)N2CCc3ccccc32)cn1C)C1CCCCC1
[19] CCn1c(SCC(=O)Nc2ccccc2)nnc1-c1cccs1
[20] COc1ccnc(CN(C)C(=O)C2CCC(=O)N(Cc3cccc(C(F)(F)F)c3)C2)c1 (stereo not given)
compound no.,11,12,13,14,15,16,17,18,19,20
CDK5 p35 inh,-4.8,-0.3,-1.4,1.4,-1.1,-1.2,0.7,1.0,3.6,-0.5
MITF act,-12,-11,49,.,-8,-3,12,-1,6,-4
CAL PDZ FP-1,-0.4,-2.1,-2.0,0.6,-0.5,0.2,-1.4,-0.3,-2.9,-3.5
Tat export inh,1,-3,-4,4,2,5,-6,-4,-5,14
Rtt109 HAT inh,-11,1,0,1,-13,9,-6,11,4,0
CAL PDZ FP-2,-3,.,-3,.,-19,-3,-6,7,-1,-1
dFosB act,1,-5,2,-1,-2,-6,-12,0,3,-7
V-ATPase pHluor,4,1,-3,2,-2,4,-2,5,-3,-5
cardiac RTF act,5,4,0,4,-2,-7,-1,2,-3,3
Wnt bcat act,-4,.,48*,1,2,0,1,5,-4,-2

[21] Cc1ccc(CNC(=O)c2ccc(NC(=O)C3=CSCCO3)cc2)cc1
[22] Cc1cccc(C)c1OCC(=O)NCC1CCCO1 (stereo not given)
[23] CCOC(=O)CNC(=O)CNC(=O)c1nn(-c2ccc(OC)c(Cl)c2)c(=O)c2ccccc12
[24] O=C(NCCCN1CCOCC1)c1ccc(CSc2ccc(Cl)cc2)cc1
[25] O=C(c1ccco1)N1CCN(CCOc2ccccc2)CC1
[26] COCCCNC(=O)CN(CCc1ccccc1)S(=O)(=O)c1ccc(OC)cc1
[27] Cc1cccc(N2CCN(C(=O)c3ccoc3C)CC2)c1C
[28] O=C1CSC(c2cccc([N+](=O)[O-])c2)N1CCN1CCCCC1 (stereo not given)
[29] CCCCOC(=O)C1=C(C)Nc2nnnn2C1c1ccc(OC)c(OC)c1OC (stereo not given)
[30] COc1ccc(C2C(C(=O)N3CCN(C)CC3)c3ccccc3C(=O)N2C2CCCCC2)cc1 (stereo not given)
compound no.,21,22,23,24,25,26,27,28,29,30
CDK5 p35 inh,3.5,1.4,1.5,-0.5,-0.5,-0.5,0.5,1.3,-3.8,-8.9
MITF act,17,-11,5,7,6,2,4,-13,.,-2
CAL PDZ FP-1,-1.6,0.2,-1.1,-0.8,0.1,-0.9,-2.9,-1.9,-0.9,.
Tat export inh,-1,2,-9,10,-2,5,-6,3,1,-6
Rtt109 HAT inh,-5,5,4,19,0,6,0,-3,19,-10
CAL PDZ FP-2,-2,3,-1,4,4,1,-3,-6,-2,-7
dFosB act,28*,-17,-7,-14,-1,-1,-8,10,-5,-10
V-ATPase pHluor,1,6,4,-2,0,-1,-4,-1,-1,6
cardiac RTF act,1,5,2,4,1,1,0,2,-1,2
Wnt bcat act,2,22,-1,-2,-2,-2,1,-2,.,1

[31] CCC(C)(C)NC(=O)CN(C(=O)CNS(=O)(=O)c1ccccc1)c1ccccc1
[32] CC(=O)c1c(C)nc(-c2ccc3c(c2)OCO3)n1O
[33] Cc1ccc(C)c(N2CCN(S(=O)(=O)c3ccc(-c4ccc(=O)[nH]n4)o3)CC2)c1
[34] CC(C)(C)NC(=O)C(c1ccc(-c2ccccc2)cc1)N(C[C@H]1CC[C@@H]([C@@H]2CC[C@H](CO)O2)O1)C(=O)c1ccc(C(C)(C)C)cc1 (stereo not given in full)
[35] Cc1nc(N2CCN(c3ccccn3)CC2)c2c(C)c(C(=O)N3CCN(c4cccc(Cl)c4)CC3)sc2n1
[36] Cc1c(Cc2ccccc2)c(=O)oc2c(CN(C)C)c(O)c(Cl)cc12
[37] COc1ccc(CN(C)CC(=O)Nc2cccc3ccccc23)cc1F
[38] O=C(CCc1nc(-c2ccccc2Cl)no1)NC1CCCC1
[39] Cc1cccc2c(=O)cc(C)n(CC(=O)N3CCCCC3)c12
[40] O=[N+]([O-])c1ccc(-c2nnc(-c3ccccc3)c(NCCCO)n2)cc1
compound no.,31,32,33,34,35,36,37,38,39,40
CDK5 p35 inh,0.7,-0.4,2.0,-2.1,-0.1,0.5,-6.5,-0.4,-1.3,-0.2
MITF act,9,-8,5,-7,-41,.,11,2,-2,-7
CAL PDZ FP-1,0.4,-0.2,-0.6,-1.3,-0.3,-0.3,-0.7,0.1,-0.7,-0.9
Tat export inh,5,-9,-3,11,5,2,5,1,0,-18
Rtt109 HAT inh,13,9,-5,5,-1,22,-7,-3,2,4
CAL PDZ FP-2,-4,1,44*,-5,.,-2,-1,.,-6,3
dFosB act,-1,-8,-2,-15,-15,-11,-10,12,-5,3
V-ATPase pHluor,2,-1,-2,-1,-1,-3,2,1,0,-1
cardiac RTF act,2,12,1,0,0,0,0,1,1,3
Wnt bcat act,0,.,1,-5,2,-1,-1,-1,0,3

# Values in list order from the list:
# Entries 35 to 39 in CAL PDZ FP-1 read -0.3, -0.3, -0.7, 0.1, -0.7
# Entries 35 to 39 in cardiac RTF act read 0, 0, 0, 1, 1
# Entries 35 to 39 in V-ATPase pHluor read -1, -3, 2, 1, 0

# The listing continues:
[41] Cc1ccc(N(CC(O)CN2C(=O)NC(C)(C)C2=O)S(=O)(=O)c2ccc(C)cc2)cc1 (stereo not given)
[42] CC(OC(=O)c1cccc(S(=O)(=O)N2CCCCCC2)c1)C(=O)Nc1ccc(S(N)(=O)=O)cc1 (stereo not given)
[43] COc1ccc(-c2sc3ccccc3c2C#CCCO)cc1
[44] CCc1c(C)nc(SCC(=O)NNC(=O)c2ccco2)[nH]c1=O
[45] CC(C)NC(=O)c1ccc(CN2CCC(Cc3ccccc3)CC2)cc1
[46] CCOCCCNC(=O)c1cc2c(=O)[nH]c3ccccc3c2s1
compound no.,41,42,43,44,45,46
CDK5 p35 inh,-0.5,-1.9,1.2,.,-0.5,-0.8
MITF act,3,-3,-4,7,.,4
CAL PDZ FP-1,-0.3,-2.0,-0.4,-2.8,-0.1,0.9
Tat export inh,2,-4,8,-4,-1,18
Rtt109 HAT inh,-7,-14,9,-1,3,-3
CAL PDZ FP-2,2,-8,0,-2,-4,2
dFosB act,-4,13,0,-3,-7,-28
V-ATPase pHluor,-4,-3,-4,1,-5,-1
cardiac RTF act,-4,-7,-12,-2,-6,-4
Wnt bcat act,5,-3,-2,-1,2,4

# Of the compounds above, two have bromine:
[7] COc1cc(C2(c3ccc(O)c(OC)c3)C(=O)Nc3c(Br)cc(Br)cc32)ccc1O
[16] N#CCCn1nc(-c2ccc(Br)cc2)cc1Nc1ccccc1NC(=O)C(F)(F)F
compound no.,7,16
CDK5 p35 inh,1.7,-1.2
MITF act,11,-3
CAL PDZ FP-1,0.0,0.2
Tat export inh,5,5
Rtt109 HAT inh,2,9
CAL PDZ FP-2,.,-3
dFosB act,-11,-6
V-ATPase pHluor,-2,4
cardiac RTF act,-2,-7
Wnt bcat act,6,0

# 4 records drawn at random from the list so far:
[41] Cc1ccc(N(CC(O)CN2C(=O)NC(C)(C)C2=O)S(=O)(=O)c2ccc(C)cc2)cc1 (stereo not given)
[42] CC(OC(=O)c1cccc(S(=O)(=O)N2CCCCCC2)c1)C(=O)Nc1ccc(S(N)(=O)=O)cc1 (stereo not given)
[44] CCc1c(C)nc(SCC(=O)NNC(=O)c2ccco2)[nH]c1=O
[45] CC(C)NC(=O)c1ccc(CN2CCC(Cc3ccccc3)CC2)cc1
compound no.,41,42,44,45
CDK5 p35 inh,-0.5,-1.9,.,-0.5
MITF act,3,-3,7,.
CAL PDZ FP-1,-0.3,-2.0,-2.8,-0.1
Tat export inh,2,-4,-4,-1
Rtt109 HAT inh,-7,-14,-1,3
CAL PDZ FP-2,2,-8,-2,-4
dFosB act,-4,13,-3,-7
V-ATPase pHluor,-4,-3,1,-5
cardiac RTF act,-4,-7,-2,-6
Wnt bcat act,5,-3,-1,2
